# TbREL1 inh: TbREL1 RNA ligase inhibitors, primary screen, biochemical, FRET fluorescence; TbREL1 RNA ligation; RNA-editing ligase 1, mitochondrial (Trypanosoma brucei brucei), P86926; inhibition, % at 9.66 µM; AID 1117264, 2014; hit rate 0.49% among 89,000;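 active = inhibition above the mean inhibition across all screened compounds plus 3 SD, cut at about 11% in these data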;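 note: 0% = plate median of test wells and 100% = NSC42067 control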
# Target sequence (P86926 whole entry, looked up): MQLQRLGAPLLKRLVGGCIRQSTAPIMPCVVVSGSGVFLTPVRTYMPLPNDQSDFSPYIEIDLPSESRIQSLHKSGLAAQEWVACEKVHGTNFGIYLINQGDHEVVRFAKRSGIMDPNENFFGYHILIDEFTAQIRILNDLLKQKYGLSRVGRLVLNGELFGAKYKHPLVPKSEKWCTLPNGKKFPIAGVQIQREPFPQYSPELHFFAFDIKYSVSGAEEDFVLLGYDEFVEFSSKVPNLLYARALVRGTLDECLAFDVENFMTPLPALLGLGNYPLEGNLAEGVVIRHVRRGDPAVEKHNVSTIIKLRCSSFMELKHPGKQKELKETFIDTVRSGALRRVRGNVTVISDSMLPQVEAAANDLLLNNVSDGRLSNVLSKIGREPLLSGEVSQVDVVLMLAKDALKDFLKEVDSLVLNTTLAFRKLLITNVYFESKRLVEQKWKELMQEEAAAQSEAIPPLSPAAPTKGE
# An asterisk follows results filed as active.
TbREL1 inh	Molecule
2	O=C(O)[C@H]1CC=C[C@H]2CCN(Cc3ccc(Cl)c(Cl)c3)C(=O)[C@@H]12
-3	c1ccc2cc(N3CCCCC3)ccc2c1
-1	CCOc1cc2[nH]c(=O)n(Cc3ccccc3)c(=O)c2cc1OCC
3	Cc1cc(C)c(S(=O)(=O)N(C)CC(=O)NCc2ccncc2)c(C)c1
1	Cc1ccc(NC(=O)Cc2nnc(SCC(=O)Nc3nncs3)n2C)cc1
5	Cc1cccc(C(=O)NCC(=O)NC2CCC(C)CC2)c1 (stereo not given)
4	CC1CC1C(=O)Nc1nc(-c2ccccn2)cs1 (stereo not given)
-2	N#CCN=C(c1ccccc1)c1ccccc1
2	CCOC(=O)N1CCc2c(sc(NC(=O)Cc3ccccc3)c2C(=O)c2ccc(OC)cc2)C1
-1	COCCN(C(=O)c1ccc(N2CCCC2=O)cc1)c1c(N)n(Cc2ccccc2)c(=O)[nH]c1=O
4	Clc1ccc(-n2ncc3c(NCc4cccs4)ncnc32)cc1
0	CCCN(c1ccc(OCC)cc1)c1ncnc2nc[nH]c12
1	CCOC(=O)c1c(-c2ccccc2)nc2ccc(Cl)cn12
1	CS(=O)(=O)N1CCC(C(=O)Nc2cccc(C(F)(F)F)c2)CC1
2	COc1ccc(C(C)=O)cc1COc1cc(C)c(Cl)c(C)c1

# 7 compounds from above, arranged by length of the SMILES, rising:
TbREL1 inh	Molecule
-3	c1ccc2cc(N3CCCCC3)ccc2c1
-2	N#CCN=C(c1ccccc1)c1ccccc1
4	CC1CC1C(=O)Nc1nc(-c2ccccn2)cs1 (stereo not given)
0	CCCN(c1ccc(OCC)cc1)c1ncnc2nc[nH]c12
2	COc1ccc(C(C)=O)cc1COc1cc(C)c(Cl)c(C)c1
1	CS(=O)(=O)N1CCC(C(=O)Nc2cccc(C(F)(F)F)c2)CC1
2	O=C(O)[C@H]1CC=C[C@H]2CCN(Cc3ccc(Cl)c(Cl)c3)C(=O)[C@@H]12

# Next entries follow:
TbREL1 inh	Molecule
6	Nc1nc(SCC(=O)Nc2ccc(Cl)cn2)n[nH]1
2	Cc1ccc(S(=O)(=O)Nc2ncnc3sc(C)c(C)c23)cc1
1	NC(N)=NC(N)=Nc1ccccc1
7	CCC1CCc2c(sc(NC(=O)C3c4ccccc4Oc4ccccc43)c2C(N)=O)C1 (stereo not given)
-1	O=C1c2cccc3cccc(c23)C(=O)N1/N=C/c1ccc(O)cc1O
1	COc1ccc(CCNC(=O)C(=O)NCC2CCCN2S(=O)(=O)c2cccs2)cc1 (stereo not given)
3	C=CCNC(=O)c1cc(-c2ccc(Br)cc2)on1
-5	Cc1noc(C)c1COc1ccccc1C(=O)N(C)CC(=O)Nc1ccc(Cl)c(Cl)c1
-2	CCOc1ccc(CCNC(=O)CN2CCN(Cc3ccc(F)cc3)C2=O)cc1OCC
0	CC(C)Cc1cc(C(=O)N2CCCC(C(=O)c3cc(F)ccc3F)C2)no1 (stereo not given)
1	COc1cc(C2C(C#N)=C(N)Oc3cc(O)ccc32)cc2c1OCO2 (stereo not given)
-1	O=C1CC(SCCc2nc3ccccc3[nH]2)C(=O)N1c1ccc(F)cc1 (stereo not given)
2	Cc1ccc(NC(=O)CN2CCN(Cc3ccccc3)CC2)c(Br)c1
-3	COc1ccc(OC)c(-c2cc(C(=O)Nc3c(C)nn(Cc4ccccc4Cl)c3C)no2)c1
10	Cc1ccc(-n2ncc(Cl)c2C(=O)NC2CC2)cc1
1	CC1CCc2cc(F)ccc2N1C(=O)C12CCC(C)(C(=O)O1)C2(C)C (stereo not given)
0	COc1ccc(-n2nc3c(c2NC(=O)CBr)CSC3)cc1
0	O=[N+]([O-])c1cccc(C=NNc2ccccc2)c1
-1	CCN1C(=O)/C(=C/c2cccs2)S/C1=N\S(=O)(=O)c1ccc(C)cc1
-2	O=C(NCc1ccc2c(c1)OCO2)c1ccc(S(=O)(=O)C(F)F)cc1
1	O=C(Nc1ccc(F)cc1Cl)C1=COCCO1
0	CCCCN(C)Cc1c(C)[nH]c2ccccc2c1=O
-1	CCCCCCCC(=O)Nc1cc(C(=O)NCCC)ccc1N1CCC2(CC1)CC(c1ccccc1)=NO2
3	OCC1=C[C@@H](O)C2C=CO[C@@H](O[C@@H]3O[C@H](CO)[C@@H](O)[C@H](O)[C@H]3O)C12 (stereo not given in full)
-1	Cc1cc(N2CCCC(C(=O)Nc3ccc4c(c3)CCC4)C2)n2ncnc2n1 (stereo not given)
0	Cc1ccc(-n2nc(C)cc2Nc2ncc(Cl)cc2Cl)cc1
0	O=C(OCc1c(F)cccc1Cl)c1cnc(Cl)c(Cl)c1
-2	CCCCCC1CCC(C(=O)O)CC1 (stereo not given)
4	CN(CCC1CCOCC1)Cc1cn[nH]c1-c1ccc(-c2ccccc2)cc1
2	CC1(C)CCC(=O)N2CC[C@H]3C[C@H](OC(=O)Nc4ccc(Br)cc4)C[C@@H]1[C@H]32
-2	Cc1cc(NS(=O)(=O)c2ccc(NC(=O)CSc3nnc(-c4cnccn4)n3-c3ccccc3)cc2)nc(C)n1
-2	Cc1ccc(S(=O)(=O)NCc2ccccc2)cc1C(=O)N1CCN(c2ccccc2)CC1
-1	CCCc1nc(SCC(=O)NC2CCCC2)c2ccccc2n1
-2	O=S(=O)(c1ccc(F)cc1)c1nc(-c2ccco2)oc1NCCCn1ccnc1
-1	COc1ccc(C(O)(CCC(C)C)C(CN2CCOCC2)c2ccccc2)cc1 (stereo not given)
3	Cc1oc(-c2ccccc2)nc1CS(=O)CC(=O)O (stereo not given)
0	CCOC(=O)c1ccccc1NC(=O)Cn1cnc2c(cnn2-c2ccc(F)cc2)c1=O
-1	Cc1cc(C)c(C(O)c2ncc(-c3ccccc3F)[nH]2)c(C)c1 (stereo not given)
-2	O=C(O)C1CC(O)CN1S(=O)(=O)c1cccs1 (stereo not given)
-6	O=c1[nH][nH]c2c1[C@H](c1ccccc1)O[C@H](C1CCCCC1)C2
-2	CCc1c(C#N)c(SCc2c(C)noc2C)nc2c1C(=O)CC(C)(C)C2
-2	Cc1ccc(S(=O)(=O)NC2=NCCC2)cc1
-2	Cc1ccc(N2C(=O)Cc3ccccc3C2=O)cc1
1	COc1ccc(C)cc1N(C(=O)c1snc(C(N)=O)c1N)C(C(=O)NC1CCCCC1)c1ccc(C)o1 (stereo not given)
-1	CCn1nc(C)cc1C(=O)N1CCCC(Nc2ccc(F)c(F)c2)C1 (stereo not given)
2	Cc1ccc2c(c1)c1ncn(CCC3=CCCCC3)c(=O)c1n2C
1	COc1ccc(/C=C(/NC(=O)/C=C/c2ccccc2)C(=O)N2CCOCC2)cc1
4	CCCCn1c(N)c(N(CC(C)C)C(=O)CCNC(=O)c2ccc(Br)cc2)c(=O)[nH]c1=O
5	CCN1CCCC(OC(=O)Nc2ccccc2)C1 (stereo not given)
-2	COc1ccc(CC(=O)Nc2sccc2C#N)cc1S(=O)(=O)N1CCOCC1
5	CN(C)c1nc2c(N)ncnc2n1[C@H]1O[C@@H](CO)[C@H](O)[C@@H]1O
1	C/C(=N\NC(=O)CNC(=O)C(c1ccccc1)c1ccccc1)c1ccccc1
2	Cc1ccc(S(=O)(=O)CCC(=O)OCC(=O)NCCc2ccc(S(N)(=O)=O)cc2)cc1
7	Cc1onc(-c2c(F)cccc2Cl)c1C(=O)NCc1ccc2c(c1)OCO2
-2	COc1ccccc1N1CCN(C(=O)COc2ccc(C)cc2Br)CC1
-3	FC(F)(F)c1ccc(-c2cccc3c2C2CC3CCN2C(=S)NCCc2ccccc2)cc1 (stereo not given)
0	C=CCN1C(=O)C2(c3ccccc31)C1CCCC=C1C(C#N)=C(N)C2(C#N)C#N (stereo not given)
-6	CC1=C(C(=O)Nc2cccc(C(=O)NC3CCCCC3C)c2)SCCO1 (stereo not given)
4	CC(Cc1cccs1)NC(=O)Nc1ccc(Cl)c(Cl)c1 (stereo not given)
-2	Cc1ccc(S(=O)(=O)Nc2cc(NC(=O)CN3CCOCC3)ccc2Cl)cc1

# Next part:
TbREL1 inh	Molecule
-2	Cn1cnc(S(=O)(=O)Nc2ccccc2C(=O)NCC2CC2)c1
6	Cc1ccc(C)c2c1cc(C)c1nnc(SCc3ccccn3)n12
-4	COc1ccccc1NC(=O)N1CCc2[nH]c3ccc(F)cc3c2C1
4	O=C(CN1CCN(S(=O)(=O)c2ccccc2)CC1)Nc1ccnn1C1CCCC1
1	CC(=O)O[C@H]1CC[C@@]2(C)[C@@H](CC[C@@H]3[C@@H]2CC[C@]2(C)[C@@H](C(C)(C)O)C[C@@H]32)C1
1	Cc1cccc(-n2nnnc2SCC(=O)NC2CCCC2)c1
-1	Cc1ccc(NC(=O)CSc2nc3ccccc3c(=O)n2CCCC(=O)N2CCCC2)cc1
2	O=C1Nc2ccccc2Oc2cc([N+](=O)[O-])cc(Oc3ccccc3)c21
7	COc1cc(-c2nnc(COC(=O)c3cc(C)nc4ccc(C)cc34)o2)cc(OC)c1OC
0	N/C(=N/OCC(=O)Nc1cccc2ccccc12)c1nonc1N
-3	CCOC(=O)c1ccc(NC(=O)c2cnccn2)cc1
6	COc1ccc(-c2cn3nc4c(nc3n2)CCCC4)cc1
-3	COc1ccc(NC(=O)CSc2nnc(N)s2)cc1S(=O)(=O)N1CCCCC1
3	C(=C\c1sc(Nc2ccccc2)n[n+]1-c1ccccc1)/c1ccccc1
-1	COCCCNC(=O)c1ccc(Cn2c(=O)c3ccccc3n(CC(=O)NCCc3ccc(OC)c(OC)c3)c2=O)cc1

# Look-ups from the entries so far:
# Cc1ccc(C)c2c1cc(C)c1nnc(SCc3ccccn3)n12 in TbREL1 inh → 6
# Cn1cnc(S(=O)(=O)Nc2ccccc2C(=O)NCC2CC2)c1 in TbREL1 inh → -2

# (cont.)
TbREL1 inh	Molecule
1	O=C(COC(=O)c1n[nH]c(=O)c2ccccc12)c1ccc(Br)cc1
-1	Cc1ccc(S(=O)(=O)N2CCN(C(=O)COC(=O)/C=C/c3cccc([N+](=O)[O-])c3)CC2)c(C)c1
3	C[C@@H]1CC[C@]2(C(=O)O[C@@H]3O[C@H](CO)[C@@H](O)[C@H](O)[C@H]3O)CC[C@]3(C)C(=CCC4[C@@]5(C)C[C@@H](O)[C@H](O)[C@@](C)(C(=O)O[C@@H]6[C@H](O)C[C@@]7(C)C(CC[C@]8(C)C7CC=C7[C@H]9[C@](C(=O)O[C@@H]%10O[C@H](CO)[C@@H](O)[C@H](O)[C@H]%10O)(CC[C@@H](C)[C@@]9(C)O)CC[C@]78C)[C@@]6(CO)C(=O)O)C5CC[C@]43C)[C@@H]2[C@]1(C)O (stereo not given in full)
5	Cc1cccc(-n2c(C)nc3c(cnn3-c3ccc(F)cc3)c2=O)c1
0	Nc1nc(CSc2nnnn2-c2ccccc2)nc(N2CCCc3ccccc32)n1
0	O=C1CSC(=Nc2ccccc2Cl)N1
0	Cc1ccc(S(=O)(=O)N2CCOC2C(Cl)(Cl)Cl)cc1 (stereo not given)
5	C=C1C(=O)[C@]23C[C@H]1CC[C@H]2[C@]1(C)[C@@H](OC(C)=O)CC[C@@](C)(C(=O)O)[C@H]1C[C@@H]3OC(C)=O
6	CCOC(=O)COc1nc2c(c(-c3ccco3)c1C#N)CCc1ccccc1-2
-4	CCn1nc(C(=O)Nc2ccc(N3CCOCC3)cc2)c2ccccc2c1=O
4	COc1ccc(-c2nc3ccccc3o2)cc1OC
-5	COc1ccc(C2C(C(=O)Nc3ccc(C)c(C)c3)CCC(=O)N2c2ccc(OC)cc2)cc1 (stereo not given)
0	Cc1ccccc1NC(=O)c1oc(=O)c2ccccc2c1-c1ccccc1
0	COc1nccc(Nc2ccccc2)c1C#N
-1	Cc1ccc(Nc2cc(C)nc3nc(C)nn23)c(C)c1
1	CC(C)(C)c1ccc(C(=O)Nc2cc(Cl)c(Br)cc2C(=O)O)cc1
4	CCN(CC(=O)NCCc1ccc(F)cc1)Cc1nc2ccccc2c(=O)[nH]1
-2	COc1ccccc1NC(=O)c1ccccc1-c1nc(-c2ccccc2OC)no1
4	NCCCC(=O)N1c2ccccc2Sc2ccccc21
1	Cc1sc(NC(=O)c2cc3ccccc3oc2=O)c(C(=O)OC(C)C)c1-c1ccccc1
2	O=C(O)/C=C/C(=O)NCc1csc2ccccc12
7	O=C(Nc1ccc(F)c(Cl)c1)C1Cc2c(-c3ccc4c(c3)OCO4)ccnc2O1 (stereo not given)
0	CCOC(=O)CC1=CSC2=NS(=O)(=O)CCN12
-1	COC(=O)NCC(c1ccco1)N1CCN(c2ccc(F)cc2)CC1 (stereo not given)
2	Cc1ccc2nc(SCC(=O)N3CCCC3)[nH]c2c1
7	Cc1ccc(C(=O)NNC(=O)c2ccc3c(c2)OCCO3)cc1
9	CCCOc1ccc(/C=N/NC(=O)c2ccc3c(c2)OCO3)c(OCCC)c1
-2	CCOc1cc(C=NN2CCN(Cc3ccc(C)cc3)CC2)ccc1O
-1	O=C(/C=N\O)NCCCNCc1ccccc1
-4	COc1ccc(/C=C2\CC/C(=C\c3ccc(OC)c(OC)c3)C2=O)cc1OC

# Reprinted from the results shown, 5 compounds:
TbREL1 inh	Molecule
-5	COc1ccc(C2C(C(=O)Nc3ccc(C)c(C)c3)CCC(=O)N2c2ccc(OC)cc2)cc1 (stereo not given)
0	Cc1ccccc1NC(=O)c1oc(=O)c2ccccc2c1-c1ccccc1
0	COc1nccc(Nc2ccccc2)c1C#N
-1	Cc1ccc(Nc2cc(C)nc3nc(C)nn23)c(C)c1
1	CC(C)(C)c1ccc(C(=O)Nc2cc(Cl)c(Br)cc2C(=O)O)cc1

# (list continues)
TbREL1 inh	Molecule
0	O=C(NC1CCC(c2ccccc2)CC1)c1cccnc1 (stereo not given)
2	Cc1cccc(C(=O)Nc2c(-c3ccccc3)nc3ncccn23)c1
3	Cc1cccc(NC(=O)CN2C(=O)N/C(=C/c3ccc(C)o3)C2=O)c1
1	O=C(COC(=O)c1ccc2ncsc2c1)Nc1cc([N+](=O)[O-])ccc1Cl
0	Cc1cccc(NC(=O)CCNC(=O)c2ccco2)c1C
2	NC(=O)c1ccc(SCC(=O)OCC(=O)N2CCCCC2)c([N+](=O)[O-])c1
-2	COc1ccc(Oc2c(Cl)cnn(-c3ccc(Cl)c(Cl)c3)c2=O)cc1

# Bioassay records from PubChem BioAssay.

# A portion of the library; count on the stated rates, not on these rows.
